D2 PAM = D2 dopamine receptor (human) potentiation; HEK293 T-REx D2, calcium flux, EC20 dopamine potentiation; potentiation, % at 10 µM; actives 0.34% (n = 340,000);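 active = potentiation over 3 SD above the plate norm, cut at about 30% in these data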; also: 0% is about no effect
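Tetracycline-induced HEK293 T-REx cells force-coupled to calcium signalling expressed D2; compounds were pin-added after a 10 s baseline, read kinetically 180 s, then an EC20 dopamine challenge followed with a further 180 s calcium read.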
D1 potentiator = human D1 dopamine receptor positive modulation; P21728; HEK293 TREx D1 cells, calcium flux, dopamine EC20 potentiation; potentiation, % at 10 µM; actives 0.036% (n = 360,000); in the data active = potentiation above about 30%; also: 0% is about no effect
Vif-APOBEC3F blk = inhibitors of Vif-A3F interaction | HeLa A3F-eYFP + Vif (tagged APOBEC3F with the HIV-1 protein that degrades it), YFP fluorescence increase | Potency, µM (doses to about 46.1 µM), without a hit: top-dose activity, negative = active | actives 0.2% (n = 390,000) | AID 602313; also: potency is read from the fitted curve at half-maximal effect; % of control where 0% means no effect; nearly all actives have a fitted effect of over 65% in size
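Fluorescence increase (Ex 488/Em 500-530) after overnight compound treatment at 37 deg C flags inhibition of Vif-driven A3F-eYFP loss in stable HeLa A3F-eYFP/Vif cells seeded overnight beforehand.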
D1 agonist = activates the human D1 dopamine receptor. P21728. HEK293 T-REx D1 cells, calcium flux, agonist mode. activation, % at 2 µM. actives 1% (n = 360,000); in the data active = activation above about 30%; also: 0% is about no effect
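Inducible HEK293 T-REx D1 cells, force-coupled to calcium signalling, were plated at 4000 cells/well with tetracycline and held overnight at 30 C. After no-wash calcium dye loading, compound-evoked calcium rise over 180 s flagged agonists.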
Glioma ERSR ind = ER stress response induction in glioma | U87-MG GRP78 promoter luciferase reporter, 16 h | Potency, µM, for inactives: at the highest dose activation, usual class: activators | actives 0.02% (n = 420,000); also: potency is read from the fitted curve at half-maximal effect; series mostly up to about 76 µM; % of control where 0% means no effect; nearly all actives have a fitted effect of over 35% in size
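Stably transfected U87-MG glioma cells carrying a GRP78-based luciferase sensor; 16 h compound incubation. Luminescence end-point read 10 min after Bright-Glo addition at room temperature.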
LDHA block = LDHA (human) enzyme inhibition | purified LDHA, NADH/diaphorase-resazurin fluorescence; active compounds read low | actives 0.15% (n = 480,000) | activity change, % (values are at about 110 or 230 µM) | P00338 | AID 1347041; in the data active = activity change below about -30%; inconclusive = mostly about -25% to -30%;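 also: plate controls were DMSO wells for no effect and wells without enzyme for full effect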
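Human LDH5 (2 nM) was incubated with 0.06 mM NADH and 0.2 mM pyruvate for 5 min at room temperature in Tris pH 7.4. Remaining NADH was coupled through diaphorase/resazurin, and resorufin fluorescence was read at 0 and 20 min.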
RXFP1 ag = agonists of human relaxin receptor RXFP1; HEK293T-RXFP1 cAMP TR-FRET, 30 min; response scale: percent of porcine relaxin response, buffer zero; AID 2676; Q9HBX9; Potency, µM (highest dose often 57.5 µM), for the others: top-dose activation, usual class: activators; actives 0.3% (n = 370,000); also: potency is read from the fitted curve at half-maximal effect; % is scaled to controls: 0 for no effect and ±100 for the full control effect; nearly all actives have a fitted effect of over 60% in size; many of its hits are not listed in these tables
Target sequence (Q9HBX9 whole entry, looked up): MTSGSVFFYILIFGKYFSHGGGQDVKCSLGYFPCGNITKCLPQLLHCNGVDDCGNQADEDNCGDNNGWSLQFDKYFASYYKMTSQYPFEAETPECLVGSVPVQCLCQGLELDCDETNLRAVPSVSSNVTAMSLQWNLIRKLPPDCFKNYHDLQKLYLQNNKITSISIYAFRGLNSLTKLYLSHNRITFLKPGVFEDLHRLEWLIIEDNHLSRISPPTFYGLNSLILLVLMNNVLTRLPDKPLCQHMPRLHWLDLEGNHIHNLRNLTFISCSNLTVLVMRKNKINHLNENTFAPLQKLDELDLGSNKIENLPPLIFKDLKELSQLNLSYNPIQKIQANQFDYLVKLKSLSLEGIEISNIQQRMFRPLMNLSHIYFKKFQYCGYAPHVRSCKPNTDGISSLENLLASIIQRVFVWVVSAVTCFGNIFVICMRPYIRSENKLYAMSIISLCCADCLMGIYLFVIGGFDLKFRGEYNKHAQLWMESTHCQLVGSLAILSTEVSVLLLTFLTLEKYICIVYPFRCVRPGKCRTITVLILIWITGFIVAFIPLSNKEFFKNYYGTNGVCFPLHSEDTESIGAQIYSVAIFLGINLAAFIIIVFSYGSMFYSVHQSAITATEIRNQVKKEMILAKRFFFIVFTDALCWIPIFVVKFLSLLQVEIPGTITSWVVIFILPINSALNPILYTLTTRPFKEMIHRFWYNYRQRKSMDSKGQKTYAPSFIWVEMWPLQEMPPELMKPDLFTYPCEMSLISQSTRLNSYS
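HEK293 cells stably expressing RXFP1, treated 30 min at 37C with compounds plus PDE4 inhibitor Ro 20174; cAMP measured by HTRF TR-FRET. Normalized to buffer and 29 nM porcine relaxin; EC50 by Hill fit.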
D1 antag = antagonists of human D1 dopamine receptor. actives 3.2% (n = 360,000). AID 504652. HEK293 TREx D1 cells, calcium flux, dopamine EC80; active compounds read low. activity change, negative = inhibition, % at 10 µM. P21728; in the data active = activity change below about -30%; also: % is scaled to controls: 0 for no effect and ±100 for the full control effect
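Cells carrying a force-coupled, tetracycline-inducible human D1 receptor report calcium flux. Each well gets a 10 s baseline, compound with 180 s monitoring, then an EC80 dopamine stimulus with a second 180 s kinetic read.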
Vif-APOBEC3G blk = inhibitors of Vif-APOBEC3G interaction. actives 0.076% (n = 410,000). Potency, µM (titrated, usually from 46.1 µM), without a hit: at the highest dose activity, negative = active, actives largely listed as inhibitors. HeLa A3G-eYFP + Vif (tagged APOBEC3G with the HIV-1 protein that degrades it), YFP fluorescence, overnight. Q9HC16;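 also: potency is read from the fitted curve at half-maximal effect; % is scaled to controls: 0 for no effect and ±100 for the full control effect; nearly all actives have a fitted effect of over 60% in size; hits raise eYFP signal because A3G escapes Vif-driven loss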
Target sequence (Q9HC16 whole entry, looked up): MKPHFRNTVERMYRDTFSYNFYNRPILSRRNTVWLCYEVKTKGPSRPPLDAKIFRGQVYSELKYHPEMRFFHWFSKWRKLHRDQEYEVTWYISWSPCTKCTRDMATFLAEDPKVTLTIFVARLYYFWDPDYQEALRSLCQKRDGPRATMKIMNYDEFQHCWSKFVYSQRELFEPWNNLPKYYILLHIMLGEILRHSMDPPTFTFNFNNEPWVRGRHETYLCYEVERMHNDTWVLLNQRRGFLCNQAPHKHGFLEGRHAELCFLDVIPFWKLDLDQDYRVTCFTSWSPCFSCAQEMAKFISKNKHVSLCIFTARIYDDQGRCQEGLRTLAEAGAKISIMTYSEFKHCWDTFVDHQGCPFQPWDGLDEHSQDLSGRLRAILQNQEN
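Read-out is eYFP fluorescence (Ex 488/Em 500-530) from Vif-expressing HeLa A3G-eYFP cells; more signal means A3G escaped Vif-mediated degradation. Cells plated overnight, compound pinned in, incubated overnight at 37 deg C.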
Starred values were filed as active, the others as inactive; ? = inconclusive; . = no result given; & = joins results of further samples; [ ] = remark or other dose. Unless noted, calls follow the shape of the dose curve; as a rule, active = well fitted curve in the direction sought with a large enough effect; inconclusive = small, poorly fitted or top-dose-only effect, or another doubt; inactive = no such curve, though single readings can be large; an effect the other way counts as inactive or inconclusive.

SMILES	D2 PAM	D1 potentiator	Vif-APOBEC3F blk	D1 agonist	Glioma ERSR ind	LDHA block	RXFP1 ag	D1 antag	Vif-APOBEC3G blk
NC(=O)c1c(NC(=O)C(=O)NCCCN2CCOCC2)sc2c1CCCC2	0	10	5%	1	3%	0	-0.2%	0	0%
COC(=O)c1ccc(S(=O)(=O)N(CCO)Cc2ccccc2)n1C	-2	-4	12%	1	-3%	-2	-0.6%	12	-3%
Cc1cccc(CCN(CC(=O)NC(C)(C)C)C(=O)c2csnn2)c1	6	-1	-10%	0	-4%	-5	0.2%	2	-1%
Cc1ccc(-n2nnnc2SCC(=O)c2c(N)n(C3CC3)c(=O)[nH]c2=O)cc1C	7	-1	-3%	5	-1%	-9	2.5%	18	3%
C[C@H](CO)N1C[C@H](C)[C@@H](CN(C)Cc2ccc(Cl)c(Cl)c2)Oc2c(NS(=O)(=O)c3cn(C)cn3)cccc2C1=O	.	.	-7%	.	-1%	4	.	.	-4%
COc1ccc(OC)c([C@@H]2Nc3ccc(C(=O)O)cc3[C@@H]3C=CC[C@@H]32)c1	-6	-4	-3%	2	-1%	12	2.7%	-12	-6%
Cc1cc(C)c2oc(-c3cccc(NC(=O)COc4ccccc4Cl)c3C)nc2c1	15	-3	1%	-1	-3%	-2	4.0%	-6	-3%
Cc1ccc(-c2c(C)n([O-])c3c([n+]2=O)CCCCC3)cc1	9	-3	4%	2	-2%	-4	2.4%	7	-1%
CC(C)c1ccc2oc(=O)cc(CN3CCCCC3)c2c1	-5	-5	-1%	5	-2%	-1	4.6%	-14	-11%
NC1=NC(=O)CC(C(=O)Nc2cccc3ccccc23)S1 (stereo not given)	7	-2	0%	3	-3%	-7	1.4%	9	-1%
COCCNc1nc2nonc2nc1N(C)Cc1ccc(C)cc1	-6	-1	15%	0	0%	-4	-1.3%	0	0%
O=C(O)C[C@H]1c2cc(C(F)(F)F)ccc2S(=O)(=O)N1C1CCCCC1	.	.	4%	.	-5%&-1%	0	.	.	2%&1%
CN(C)c1ccc(C=NCCC2(c3ccccc3)CCOC(C)(C)C2)cc1 (stereo not given)	-1	-3	2%	4	0%	-5	4.5%	2	-2%
N#Cc1nc(-c2ccc(COc3ccc(Cl)cc3)o2)oc1N1CCC(C(N)=O)CC1	-7	-1	4%	3	-3%	-13	3.4%	-16	5%
COc1cnn(-c2ccc(C)cc2)c(=O)c1Br	-18	5	-14%	4	-1%	-2	29%	7	0%
CC(C)C(OC(=O)/C=C/c1ccc2c(c1)OCO2)C(=O)NC(N)=O (stereo not given)	7	-1	2%	6	-2%	-9	-3.5%	15	-3%
Clc1ccccc1-c1nc2ccccc2[nH]1	6	-8	?	1	0%	1	1.0%	-8	-1%
COc1cccc(C(=O)Nc2cccc(-c3nc4ncccn4c3C)c2)c1	-11	-1	-6%	-1	2%	-5	-0.3%	-5	-4%
Nn1c(-c2ccccc2)nc2cc(Cl)ccc2c1=O	-24	-1	4%	0	2%	-15	0.4%	4	-9%
COc1ccc(-c2ccc(SCC(=O)c3ccccc3)nn2)cc1OC	20	1	9%	1	1%	-2	0.8%	-1	2%
O=C(NCCN1CCN(c2ccccc2)CC1)c1cccn2c(=O)c3ccccc3nc12	7	-2	-8%	2	-5%	-1	2.3%	-11	2%
Cn1cc(C(=O)NCc2ccccc2F)cn1	2	-4	4%	2	-2%	-5	0.8%	3	3%
CC1CCC(NC(=O)Cn2c(=O)oc3cc(S(=O)(=O)N4CCCC4)ccc32)CC1 (stereo not given)	-29	-2	-21%	1	-4%	-14	-0.8%	-8	1%
CSc1nc(O)c(Nc2cccc(Cl)c2)c(=O)[nH]1	9	-8	0%	1	-1%	-4	-41%[inhibitor]	16	-2%
CN(C(=O)COC(=O)c1cc2ccccc2cc1O)c1c(N)n(Cc2ccccc2)c(=O)[nH]c1=O	14	-4	11%	0	1%	7	0.4%	4	-1%
CN(C)Cc1cc(C(F)(F)F)ccc1C(O)(c1ccccc1)c1ccccc1	.	.	1%	.	-4%	-1	.	.	1%
COc1cccc(C2CC(c3ccccc3Cl)n3nnnc3N2)c1 (stereo not given)	5	1	-2%	2	-3%	0	-0.2%	7	?
COc1ccc(OCCN2CCN(S(=O)(=O)c3ccccc3C(F)(F)F)CC2)cc1	-3	-3	-12%	6	-4%	3	-2.8%	-25	0%
c1ccc(N2CCN(c3ccccc3)C2c2cccnc2)cc1	-19	-5	-10%	0	3%	4	-4.5%	3	-5%
CCOC(=O)C(=O)C1=CN(Cc2ccccc2)C=C(C#N)C1	15	-4	6%	0	-5%	-3	0.6%	-6	1%
CCOC(=O)c1ccc(-n2c(O)c(/C=N/NC(=O)C3COc4ccccc4O3)c3ccccc3c2=O)cc1 (stereo not given)	8	0	7%	5	-1%	-2	1.4%	2	-6%
O=C(COC(=O)CNC(=O)c1ccc(Cl)cc1Cl)NC1CCCCC1	-4	-4	-13%	3	-1%	-3	0.5%	-6	1%
CCN1CCN(C(=O)c2cn(CCOC)c(=O)c3c2c2ccccc2n3C)CC1	-5	-11	-5%	2	-5%	-3	2.7%	-27	3%
O=C(Nc1cc(C(F)(F)F)ccc1Cl)c1cc(C2CC2)on1	14	2	0%	4	-4%	-9	-0.1%	9	0%
Cc1onc(-c2ccccc2)c1C(=O)N/N=C/c1ccco1	-2	-3	-2%	5	-3%	0	0.6%	4	-3%
COc1cccc(CN2CCc3nc(Nc4ccc5c(c4)OCCO5)ncc3C2)c1	-1	4	0%	2	-1%	-4	0.4%	-8	0%
Cc1csc(/C(=N\O)c2csc(C)n2)n1	-1	-2	-10%	1	-1%	0	0.0%	-3	1%
CCCCN(CC)CCCNC(=O)c1sc2nc3n(c(=O)c2c1C)CCCCC3	-2	-1	-6%	2	0%	-3	3.5%	-17	0%
CC1CC(C)CN(C(=O)CSc2n[nH]c(N)n2)C1 (stereo not given)	.	.	-7%	.	-1%	-7	.	.	-1%
Cc1cc(C)nc(NS(=O)(=O)c2ccc(CC(C)C)cc2)c1	4	1	1%	6	-2%	-1	-1.6%	10	0%
Cc1c(Cc2ccccc2)c(=O)oc2cc(OCC(=O)NCC3CCC(C(=O)O)CC3)ccc12 (stereo not given)	-12	0	-2%	1	-1%	-4	3.0%	-3	-3%
CCOc1ccc(C(=O)OCC(=O)Nc2ccc(SC(F)F)cc2)cc1OCC	3	-7	-17%	9	-6%	0	-0.1%	-1	0%
CCc1ccc(Nc2nnc(SCC(=O)N(C)C3CCS(=O)(=O)C3)s2)cc1 (stereo not given)	.	-2	0%	1	3%	1	1.0%	-70*	4%
CC(CC(=O)O)CC1=NS(=O)(=O)c2ccccc2N1 (stereo not given)	10	-3	1%	5	-3%	-1	0.1%	4	1%
Cc1ccc(OCc2cc(C(=O)NC3CCOC3)no2)cc1C (stereo not given)	13	-5	-9%	2	1%	-10	-0.7%	-10	3%
COc1ccc(CNC(=O)c2ccc3c(c2)N(Cc2ccccc2F)C(=O)c2ccccc2S3=O)cc1 (stereo not given)	-1	1	2%	1	2%	-7	3.3%	-29	3%
C/C(=N\NC(=O)Cc1ccccc1)c1cccs1	.	4	0%	3	-1%	-8	0.8%	-12	2%
Cc1cccc(CSC2=CS(=O)(=O)c3ccccc3N2)c1	9	1	9%	11	-10%	-3	-0.1%	-9	-5%
O=C(c1cccc(Cl)c1)N1CCC(c2nc3ccccc3o2)CC1	-10	0	0%	0	-3%	3&1	1.8%	5	1%
COC(=O)c1ccc(Cl)c(NC(=O)c2cccc([N+](=O)[O-])c2C)c1	0	-4	-1%	0	-3%	-9	-1.0%	1	-1%
CCOC(=O)c1c(N)c2cc([N+](=O)[O-])cnc2n1C	.	0	-7%	0	-1%	0	-1.0%	-9	3%
COc1ccccc1N1CCN(c2nc(N)c(C#N)c(CC#N)c2C#N)CC1	2	-9	0%	10	-2%	5	4.2%	-13	-14%
COC(=O)c1ccc(NS(=O)(=O)c2ccc3[nH]c(=O)oc3c2)cc1	.	-12	-2%	0	-1%	-8	0.2%	-30*	-4%
CCCN1C2CCCC1CC(NC(=S)Nc1cc(C)ccc1C)C2 (stereo not given)	-3	6	-16%	0	-4%	-18	0.0%	-2	-3%
CC(=O)c1ccc(NC(=O)C2CC(c3ccc(F)cc3)=NO2)cc1 (stereo not given)	-1	-5	-1%	1	0%	-3&-3	0.7%	3	0%
COc1ccc(N2CC(C(=O)NCCC3=CCCCC3)CC2=O)cc1 (stereo not given)	-13	-3	8%	-1	-6%	10	-0.4%	1	0%
CCC(=O)c1ccc(OC(=O)c2cnccn2)cc1	-4	-3	0%	1	-2%	-1	-0.1%	0	-9%
COC(=O)C(C(=O)Nc1ncccn1)C1CCCCCC1 (stereo not given)	-13	0	0%	11	-1%	-4	2.2%	-8	0%
COc1ccc(/C=C(\C#N)C(=O)OCC(=O)Nc2c(C)cccc2C)cc1	5	-2	-1%	1	-5%	-12	0.3%	-6	-2%
C=CCn1c(=S)[nH]c2nc3c(cc2c1=O)COC(C)(C)C3	8	3	-7%	1	4%	-4	9.0%	-8	-2%
COc1ccccc1CC(=O)O/N=C(\N)Cc1cccc2ccccc12	-4	-2	-6%	4	-3%	7	-3.8%	10	-1%

Three of these compounds, reformatted:
molecule: COc1ccccc1N1CCN(c2nc(N)c(C#N)c(CC#N)c2C#N)CC1
  D2 PAM: 2
  D1 potentiator: -9
  Vif-APOBEC3F blk: 0%
  D1 agonist: 10
  Glioma ERSR ind: -2%
  LDHA block: 5
  RXFP1 ag: 4.2%
  D1 antag: -13
  Vif-APOBEC3G blk: -14%

molecule: COC(=O)c1ccc(NS(=O)(=O)c2ccc3[nH]c(=O)oc3c2)cc1
  D2 PAM: .
  D1 potentiator: -12
  Vif-APOBEC3F blk: -2%
  D1 agonist: 0
  Glioma ERSR ind: -1%
  LDHA block: -8
  RXFP1 ag: 0.2%
  D1 antag: -30*
  Vif-APOBEC3G blk: -4%

molecule: CCCN1C2CCCC1CC(NC(=S)Nc1cc(C)ccc1C)C2 (stereo not given)
  D2 PAM: -3
  D1 potentiator: 6
  Vif-APOBEC3F blk: -16%
  D1 agonist: 0
  Glioma ERSR ind: -4%
  LDHA block: -18
  RXFP1 ag: 0.0%
  D1 antag: -2
  Vif-APOBEC3G blk: -3%

Only part of the results is shown; the hit share may differ from the screen's.
